# High-throughput results as filed in PubChem.
# GLP1R cytotox: cytotoxic in the GLP-1 receptor inverse agonist counter-screen; HEK293 cAMP-luciferase reporter cells, luminescence, 24 h; Potency, µM (titrated, usually from 38.3 µM), for the others: top-dose activity change, negative = inhibition, actives largely listed as inhibitors; 410,000 compounds, 0.13% hits; AID 624418;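 note: loss of luciferase light is scored as toxicity; potency is the fitted concentration of half-maximal effect; % is set by controls: 0 for no effect and ±100 for the full control effect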
#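 Step one: seed cells (200 cells/uL, DMEM with 10% Nu serum, 1% pen-strep). Step two: 12-hour incubation at 37 deg C. Step three: pin 23 nL compound, incubate 24 hr. Step four: add luciferase reagent, read luminescence 12 min later.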
# aSyn rescue: rescues yeast growth from alpha-synuclein toxicity; 370,000 compounds, 0.14% hits; Yeast expressing alpha-synuclein, growth rescue, BacTiter-Glo, 24 h; Potency, µM (top dose mostly 46.1 µM), inactives show top-dose growth rescue (activation), most hits filed as activators; note: potency is the fitted concentration of half-maximal effect; % of control where 0% means no effect; nearly all actives have a fitted effect of over 65% in size
#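 Rescue of yeast growth: cells expressing toxic alpha-synuclein, induced in galactose at OD600 0.02, incubated with compound 24 h at 30 C. ATP luminescence quantified growth; inhibitors of toxicity appear as activators.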
# GLP-1R inv ag: GLP-1 receptor (human) inverse agonism; P43220; HEK293 GLP-1R CRE-luciferase, luminescence, 24 h; GLP-1R form is constitutively active; Potency, µM (highest dose often 38.3 µM), inactives show at the highest dose activity change, negative = inhibition, most hits filed as inhibitors; 410,000 compounds, 1.6% hits; AID 624417; note: potency is the fitted concentration of half-maximal effect; % is set by controls: 0 for no effect and ±100 for the full control effect; nearly all actives have a fitted effect of over 55% in size
# Target sequence (P43220 whole entry, looked up): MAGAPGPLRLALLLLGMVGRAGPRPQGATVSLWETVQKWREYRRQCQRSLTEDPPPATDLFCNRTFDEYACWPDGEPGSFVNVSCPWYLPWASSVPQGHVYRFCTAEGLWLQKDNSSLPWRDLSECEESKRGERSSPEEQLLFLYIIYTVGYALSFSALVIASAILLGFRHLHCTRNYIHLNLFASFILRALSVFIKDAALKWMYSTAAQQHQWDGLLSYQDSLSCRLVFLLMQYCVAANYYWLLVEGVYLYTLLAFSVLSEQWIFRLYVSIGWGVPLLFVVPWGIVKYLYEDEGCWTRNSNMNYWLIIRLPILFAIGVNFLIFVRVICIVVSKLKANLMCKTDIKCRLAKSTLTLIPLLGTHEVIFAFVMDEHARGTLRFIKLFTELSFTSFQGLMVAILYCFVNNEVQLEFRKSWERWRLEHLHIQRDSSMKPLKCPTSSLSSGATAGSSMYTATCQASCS
#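 Cells are plated, allowed 12 hours at 37 deg C, then treated with compounds for 24 hr before luciferase detection reagent is added and luminescence is read after 12 min at room temperature. The HEK293 line carries constitutively active GLP-1R with a cAMP-responsive reporter.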
# DRD3 antagonist: blocks the human D3 dopamine receptor; D3R cells, DiscoveRx beta-arrestin luminescence, antagonist mode; hits give low values; max response, negative = inhibition, %; 360,000 compounds, 2.5% hits; AID 652054; in the data active = max response below about -50%; inconclusive = no clear call, values can overlap the other calls; note: % is set by controls: 0 for no effect and ±100 for the full control effect; mostly tested at two doses, the higher about 12 µM
#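 Cells expressing the human receptor were seeded at 1500 cells/well, incubated overnight at 37 degrees C in 5% CO2, then exposed to library compounds with dopamine controls for 90 minutes at 37 degrees C before luminescent detection.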
# TDP43 rescue: TDP-43 toxicity inhibition in yeast; 410,000 compounds, 1.8% hits; TDP-43 expressing yeast growth rescue, BacTiter-Glo, 24 h; Potency, µM (series often up to 46.1 µM), for inactives: at the highest dose growth rescue (activation), hits mostly activators; note: potency is the fitted concentration of half-maximal effect; % of control where 0% means no effect; nearly all actives have a fitted effect of over 50% in size
#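 Cell-based yeast growth screen: TDP-43 expression induced in galactose, inoculum OD600=0.02 after raffinose pregrowth to mid-log. Read-out BacTiter-Glo luminescence at 24 hr, 30 deg C; inhibition of toxicity seen as signal increase.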
# GLP1R ag: GLP-1 receptor (human) agonism; P43220; HEK293 GLP-1R CRE-luciferase, luminescence, 4-6 h; cells express a hypersensitive GLP-1R form; Potency, µM (highest dose often 45.6 µM), for the others: at the top dose activation, most hits filed as activators; 380,000 compounds, 0.007% hits; note: potency is the fitted concentration of half-maximal effect; % of control where 0% means no effect
# D3 ag: agonists of human D3 dopamine receptor; 410,000 compounds, 0.58% hits; AID 652048; max activation, %; P35462; D3R DiscoveRx beta-arrestin cells, luminescence, 90 min; in the data active = max activation above about 30%; note: 0% is about no effect; mostly tested at two doses, the higher about 12 µM
#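 Agonist mode: compounds and dopamine controls were applied to plated cells for 90 min at 37 degrees C after an overnight attachment at 1500 cells/well. Luminescent read-out followed 30 - 60 minutes at room temperature with DiscoveRx detection reagent.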
# PTHR1 agonist: agonists of human PTHR1 parathyroid hormone receptor. Q03431. HEK293 GP2 PTHR1 cells, GloSensor cAMP luminescence, 1 h. Potency, µM (series often up to 115 µM), inactives show at the highest dose activation, most hits filed as activators. 410,000 compounds, 0.075% hits. AID 743266; note: potency is the fitted concentration of half-maximal effect; nearly all actives have a fitted effect of over 55% in size; some results filed as inactive show a strong effect at the top dose; inactives centre near -15; many of its hits are not listed in these tables
# Target sequence (Q03431 whole entry, looked up): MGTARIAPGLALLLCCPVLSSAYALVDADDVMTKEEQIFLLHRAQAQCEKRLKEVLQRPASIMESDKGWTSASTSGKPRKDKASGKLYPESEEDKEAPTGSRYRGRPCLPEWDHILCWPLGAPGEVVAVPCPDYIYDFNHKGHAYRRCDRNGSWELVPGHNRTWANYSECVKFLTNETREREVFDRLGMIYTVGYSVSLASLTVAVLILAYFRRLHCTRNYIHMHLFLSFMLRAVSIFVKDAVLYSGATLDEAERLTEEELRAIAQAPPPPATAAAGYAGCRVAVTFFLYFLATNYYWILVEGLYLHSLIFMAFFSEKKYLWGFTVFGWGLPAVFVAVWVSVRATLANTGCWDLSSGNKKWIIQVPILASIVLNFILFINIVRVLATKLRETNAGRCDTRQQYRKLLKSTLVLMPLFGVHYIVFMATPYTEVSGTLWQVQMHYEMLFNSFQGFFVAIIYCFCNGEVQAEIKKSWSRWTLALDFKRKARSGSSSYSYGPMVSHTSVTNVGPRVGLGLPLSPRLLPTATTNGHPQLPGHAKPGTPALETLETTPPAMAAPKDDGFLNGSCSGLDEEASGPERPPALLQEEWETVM
#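 HEK-293-derived GP2 cells expressing PTHR1 and a GloSensor cAMP reporter, 3,000/well, plated overnight, given luciferin plus IBMX (each 0.5 mM as added) for 1 h at 37 °C, then compound for 1 h at 37 °C. Luminescence was read after 15 min at room temperature.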
# KB-V1 MDR tox: KB-V1 MDR subline cytotoxicity; 400,000 compounds, 3.4% hits; KB-V1 MDR cells viability, CellTiter-Glo, 72 h; AID 1347076; Potency, µM (doses to about 46.1 µM), inactives show at the highest dose activity change, negative = cytotoxicity, actives largely listed as cytotoxic; note: potency is the fitted concentration of half-maximal effect; % is set by controls: 0 for no effect and ±100 for the full control effect; nearly all actives have a fitted effect of over 60% in size
#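 Potencies derive from concentration-effect curves fitted to normalized luminescence (CellTiter-Glo) of KB-V1 cells treated for 72 h at 37 degrees C in phenol-red-free DMEM containing 10% FBS.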
# * = called active by the depositor; i = inactive; ? = inconclusive; . = no result given; & = joins results of further samples; [ ] = dose if it differs, or a comment. Unless noted, calls come from the whole dose curve; as a rule, active = well fitted curve in the direction sought with a large enough effect; inconclusive = small, poorly fitted or top-dose-only effect, or another doubt; inactive = no such curve, though single readings can be large; an effect the other way counts as inactive or inconclusive. An excerpt; rates above refer to the full screens.
SMILES	D3 ag	TDP43 rescue	DRD3 antagonist	GLP1R cytotox	aSyn rescue	KB-V1 MDR tox	GLP1R ag	GLP-1R inv ag	PTHR1 agonist
CCOc1ccc(-c2cc(C(=O)Nc3ccc4c(c3)OCCO4)c3ccccc3n2)cc1	11.6	-9.0%	5.9	-18.1%	-14.2%	?	-19.4%	?	i
c1ccc(Nc2nc(N3CCOCC3)c3ccccc3n2)cc1	1.7	14.9%	19.2	-6.1%	-17.7%	?	2.1%	10µM*	-30.1%
COc1ccc(N2CC(=O)N(c3ccc(OC)c(OC)c3)CC2=O)cc1OC	-0.4	-5.6%	-8.4	55.5%[activator]	21.1%	11.1%	-1.1%	11.8%	i
COc1cc(NC(=S)NCCc2ccccc2)c(OC)cc1NC(=O)C(C)C	0.7	8.4%	1.1	-3.2%	-2.1%	-5.8%	-4.7%	-26.2%	-3.0%
Cc1ccc(NC(=O)CN2C(=O)C3CC=C(Cl)CC3C2=O)cc1 (stereo not drawn)	-0.2	-12.8%	0.2	3.3%	16.5%	24.7%	14.3%	15.0%	i
CCOc1ccc(/C=C/C(O)=C2/C(=O)N(C)C3(C)CC2c2ccccc2O3)cc1OC (stereo not drawn)	10.8	0.0%	9.3	-5.2%	6.5%	?	9.9%	3.16µM*	-34.6%[inhibitor]
CC(OC(=O)CNC(=O)C12CC3CC(CC(C3)C1)C2)C(=O)Nc1ncc(Cl)cc1Cl (stereo not drawn)	2.2	-20.0%	-3.9	0.8%	0.9%	-23.3%	-11.4%	13.8%	-25.9%
COc1ccccc1NC(=O)C1CCCN(S(=O)(=O)c2ccccc2)C1 (stereo not drawn)	-1.5	-4.5%	4.3	4.8%	-0.6%	.	8.9%	-22.6%	-9.9%
COc1cccc(-c2nn(-c3ccccc3)cc2CN(C)Cc2ccon2)c1	9.5	3.6%	7.3	7.4%	0.9%&3.6%	-0.1%&0.0%	-2.3%	?	i
O=C(COc1cccc2cccnc12)N/N=C1\SCC(=O)N1Cc1ccccc1	0.7	-1.2%	0.2	-1.6%	1.7%	-9.2%	5.9%	3.7%	-5.5%
CCC(C(=O)N1CCN(c2ccccc2)CC1)n1nc(C)n2c(cc3sccc32)c1=O (stereo not drawn)	4.5	0.0%	.	-14.7%	.	?	.	13.2%	-17.6%
Cc1cc(C)nc(SCCn2c(N(C)Cc3ccccc3)nc3c2c(=O)n(C)c(=O)n3C)n1	-3.7	-5.6%	18.3	5.2%	6.6%	?	10.0%	0.0%	i
O=C(COc1ccc(C(=O)NCCc2ccccc2)cc1)Nc1ccccc1	3.6	0.0%	1.7	-2.6%	-1.1%	?	-2.6%	18.9%	-0.4%
CN(CC(=O)NCCN1CCOCC1)S(=O)(=O)c1ccc(F)cc1	-16.8	-11.9%	-1.7	-3.2%	3.3%	12.8%	-0.4%	5.6%	-19.3%
COc1cc(CN2CCC(C(N)=O)CC2)ccc1OCc1ccccc1	-15.6	7.7%	-22.3	7.4%	-1.8%	4.5%	-5.8%	?	i
C=CCn1c(Cc2csc(N)n2)nnc1SCC(=O)OCC	-1.0	-16.7%	-17.8	-2.8%	-2.9%	18.4%	-15.7%	0.0%	i
O=C(c1cccs1)N1CCCC(c2nc3c(nnn3Cc3ccccc3Cl)c(=O)[nH]2)C1 (stereo not drawn)	-11.9	-20.8%	-10.2	0.9%	-3.7%	-7.4%	20.3%	28.2%	i
O=C(OCC(=O)N1CCCC1)c1ccccc1O	0.4	-11.6%	4.1	-4.4%	4.8%	8.8%	2.8%	3.2%	i
Cc1ccc(N(C)C(=O)Cn2ncc3c([nH]c4ccccc43)c2=O)cc1C	7.2	13.0%	.	-9.0%	.	-2.9%	.	-6.6%	-14.7%
COc1ccc(CC(=O)N/N=C(\C)CC(=O)NCc2ccco2)cc1OC	-2.9	20.6%	6.9	-7.5%	9.5%	?	-3.3%	-11.8%	i
O=C(NCc1ccccc1)C1c2ccccc2OCC(=O)N1Cc1cccnc1 (stereo not drawn)	-5.5	11.8%	-60.6*	4.1%	-1.2%	0.0%	-4.2%	18.7%	i
O=C(O)c1ccc2c(c1)S(=O)(=O)c1cc(N3CCN(c4cnccn4)CC3)ccc1C2=O	2.7	0.0%	-6.3	-15.6%	-0.2%	7.1%	-2.1%	-5.8%	-9.4%
CCCn1c(SCC(=O)c2c(C)[nH]c(C)c2C(=O)OCC)nc2ccccc21	2.8	21.5%	31.6	-25.1%	26.9%	?	28.5%	-14.7%	-22.2%
Nn1c(SCC(=O)Nc2cc(C(F)(F)F)ccc2Cl)nncc1=O	-10.8	-1.1%	-26.4	14.3%	-10.2%	1.4%	-10.4%	-11.9%	i
CCCC(=O)Nc1nnc(SCC(=O)NCc2ccco2)s1	-9.6	-12.2%	11.3	8.4%	-16.7%	1.7%	0.5%	3.1%	i
COc1cccc(-n2c(CCn3nc(C)c([N+](=O)[O-])c3C)n[nH]c2=S)c1	-9.1	0.0%	-11.4	10.1%	-8.5%	-14.8%	-0.9%	16.5%	-19.2%
Cc1cc(F)ccc1-c1cc(C(=O)NCc2ccccc2)[nH]n1	-20.2	19.8%	-89.0*	1.8%	-3.3%	-2.5%	-3.1%	?	-2.6%
O=C(NNS(=O)(=O)c1ccc2ccccc2c1)c1cc(-c2ccccn2)nc2ccccc12	-5.4	1.5%	3.7	-0.3%	4.5%	-7.6%	5.7%	-4.3%	-19.6%
Cc1cccc2sc(N3CCN(C(=O)c4cccs4)CC3)nc12	5.3	-2.6%	0.8	8.8%	8.0%	-27.1%	-7.4%	-12.9%	-19.8%
COc1ccc(OC)c(NC(=O)CN2C(=O)NC3(CCOc4ccccc43)C2=O)c1 (stereo not drawn)	1.0	-13.0%	0.0	0.5%	-1.8%	-5.8%	13.2%	0.0%	i
O=C(Cc1ccccc1)N(c1ccccc1)c1ccccc1	1.1	20.9%	6.3	0.0%	-0.1%	0.0%	-5.4%	?	i
CSCCC(NC(=O)c1cccc(S(=O)(=O)N2CCN(C(C)=O)CC2)c1)c1nc2ccccc2[nH]1 (stereo not drawn)	6.7	-1.4%	0.0	3.0%	2.9%	?	3.3%	18.8%	-3.5%
O=C(C(c1ccccc1)c1ccccc1)N1CCN(Cc2ccco2)CC1	4.2	-1.8%	-11.9	2.4%	9.5%	-1.4%	7.5%	2.1%	-7.4%[57.5 µM]
CCCCCOc1ccc(OC(=O)c2ccncc2)cc1	1.4	35.5µM*	0.5	-10.8%	-6.4%	1.1%	3.5%	-2.5%	i
COc1ccc(NC(=O)CCCn2c(=O)c3sccc3n(Cc3ccc(C)cc3C)c2=O)cc1	1.0	19.7%	-10.9	-21.6%	2.4%	8.2µM*	0.5%	?	-5.8%
CCCCC(=O)Nc1nc(C)c(-c2csc(Nc3ccc(Cl)cc3)n2)s1	-5.7	?	-10.0	-10.1%	-13.1%	-13.2%	4.1%	-17.9%	i
Cc1cccc(C)c1NC(=S)NC(=O)c1ccc(Br)o1	-0.5	?	-13.3	?	-5.3%	?	-1.7%	?	-10.7%
O=C(Nc1nnc(SCC(=O)N2CCCC2)s1)C1CC(=O)N(c2ccc(F)cc2)C1 (stereo not drawn)	2.9	-18.2%	1.2	9.4%	-2.3%	7.4%	-0.8%	26.0%	-12.8%
CCN(Cc1ccccc1)C(=O)Cn1c(=O)oc2cc(S(=O)(=O)N3CCCCCC3)ccc21	-18.3	3.8%	.	-5.2%	.	.	.	?	-34.5%[inhibitor]
O=C(CSc1nc(C2CC2)nc2ccccc12)Nc1ccccc1N1CCOCC1	1.8	24.0%	3.7	-21.1%	1.4%	-1.6%	-1.0%	-32.4%	-29.7%

# Arranged by molecular weight (rising): some entries from above.
SMILES	D3 ag	TDP43 rescue	DRD3 antagonist	GLP1R cytotox	aSyn rescue	KB-V1 MDR tox	GLP1R ag	GLP-1R inv ag	PTHR1 agonist
O=C(CSc1nc(C2CC2)nc2ccccc12)Nc1ccccc1N1CCOCC1	1.8	24.0%	3.7	-21.1%	1.4%	-1.6%	-1.0%	-32.4%	-29.7%
O=C(Nc1nnc(SCC(=O)N2CCCC2)s1)C1CC(=O)N(c2ccc(F)cc2)C1 (stereo not drawn)	2.9	-18.2%	1.2	9.4%	-2.3%	7.4%	-0.8%	26.0%	-12.8%
COc1ccc(NC(=O)CCCn2c(=O)c3sccc3n(Cc3ccc(C)cc3C)c2=O)cc1	1.0	19.7%	-10.9	-21.6%	2.4%	8.2µM*	0.5%	?	-5.8%

# Continued.
SMILES	D3 ag	TDP43 rescue	DRD3 antagonist	GLP1R cytotox	aSyn rescue	KB-V1 MDR tox	GLP1R ag	GLP-1R inv ag	PTHR1 agonist
O=C(NCc1ccccc1)c1ccc(CN2CCOCC2)cc1	1.8	-11.6%	-6.3	63.7%	1.0%	-5.8%	-5.2%	20.8%	-30.6%[inhibitor][57.5 µM]
O=C(CSc1nc2c(oc3ccccc32)c(=O)n1CC1CCCO1)NCc1ccc(F)cc1 (stereo not drawn)	-1.3	16.3%	-7.5	17.7%	0.0%	-23.1%	-11.3%	2.2%	i
CC(C)CC(NC(=O)c1ccco1)C(=O)Nc1ccc2c(c1)OCCO2 (stereo not drawn)	-9.7	23.6%	?	0.1%	0.0%	9.7%	2.3%	-33.3%	-6.0%
O=C(NCCC1=CCCCC1)c1ccc(-n2cncn2)c([N+](=O)[O-])c1	-2.9	-11.0%	-7.5	-6.6%	1.5%	6.1%	5.6%	-10.3%	-8.4%
Cc1ccc(NC(=O)Cn2c(=O)ccc3cc(S(=O)(=O)N4CCC(C)CC4)ccc32)c(C)c1	-7.8	20.9%	.	1.3%	-0.7%	4.2%	5.9%	11.4%	-7.7%
